Cneo AK release: causes C. neoformans cell lysis; adenylate kinase release luminescence, 4 h; normalised: neutral wells 0, clomiphene wells 100; 360,000 compounds, 0.2% hits; lysis activity, % at 15 µM;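 active = mean lysis activity across replicates of at least 80%, whatever share of replicates individually reach that level; inactive = mean lysis activity below 80%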
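Signal: Adenylate kinase release luminescence | Assay system: Log-phase Cryptococcus neoformans yeast cells | Input: Cells at 5 × 10^6 per mL | Buffer or medium: Fresh YPD growth medium | Compound: Single dose | Schedule: Static 4 h at 37 °C with compound, 1 h detection | Controls: Clomiphene | Read-out: Luminescence rise reflecting yeast cell lysis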
PGC1a acetyl inh: modulators of PGC1a acetylation. U2OS PGC1a acetylation, AlphaScreen anti-acetyl-lysine; with virally co-expressed GCN5 acetyltransferase. inhibition, % at 15.6 µM. 350,000 compounds, 0.17% hits;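 active = every replicate shows inhibition of at least 40%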;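 note: 0% = neutral control wells and 100% = positive control wells; some results beyond the cut were filed as inactive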
LGR2 inh: inhibitors of bursicon-induced Drosophila LGR2 receptor cAMP signaling; inhibition, % at 9.99 µM; 380,000 compounds, 0.35% hits; AID 720647; HEK293 LGR2, CRE-luciferase, bursicon-stimulated, 4 h;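 active = drop in luminescence signal, shown as inhibition above about 50% in the replicate tests, limit read from the data, passing the limit was not always enough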;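 note: agonist challenge used bursicon conditioned medium at about half maximal strength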
C2C12 statin: suppressors of simvastatin-induced myotoxicity in C2C12 myotubes. rescue of ATP level, % at 7.49 µM. ATP luminescence, 48 h; scaled: DMSO 0, geranylgeraniol control 100. AID 602340. 330,000 compounds, 0.78% hits;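 active = mean ATP rescue above about 67%, or every replicate alone reaching that limit, limit read from the data, passing the limit was not always enough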;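 note: myotubes were challenged with 10 µM simvastatin during compound exposure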
ERAP1 inh: blocks human ERAP1 aminopeptidase activity; Q9NZ08; recombinant ERAP1, Leu-AMC fluorescence, 60 min; inhibition, % at 10.7 µM; 340,000 compounds, 0.15% hits; AID 652197;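 active = mean replicate inhibition of at least 30%, or all replicates individually reaching that 30% level; inactive = mean below 30% and not every replicate reaching it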;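 note: 0% = neutral control wells and 100% = L-leucinethiol positive control wells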
Target sequence (Q9NZ08 whole entry, looked up): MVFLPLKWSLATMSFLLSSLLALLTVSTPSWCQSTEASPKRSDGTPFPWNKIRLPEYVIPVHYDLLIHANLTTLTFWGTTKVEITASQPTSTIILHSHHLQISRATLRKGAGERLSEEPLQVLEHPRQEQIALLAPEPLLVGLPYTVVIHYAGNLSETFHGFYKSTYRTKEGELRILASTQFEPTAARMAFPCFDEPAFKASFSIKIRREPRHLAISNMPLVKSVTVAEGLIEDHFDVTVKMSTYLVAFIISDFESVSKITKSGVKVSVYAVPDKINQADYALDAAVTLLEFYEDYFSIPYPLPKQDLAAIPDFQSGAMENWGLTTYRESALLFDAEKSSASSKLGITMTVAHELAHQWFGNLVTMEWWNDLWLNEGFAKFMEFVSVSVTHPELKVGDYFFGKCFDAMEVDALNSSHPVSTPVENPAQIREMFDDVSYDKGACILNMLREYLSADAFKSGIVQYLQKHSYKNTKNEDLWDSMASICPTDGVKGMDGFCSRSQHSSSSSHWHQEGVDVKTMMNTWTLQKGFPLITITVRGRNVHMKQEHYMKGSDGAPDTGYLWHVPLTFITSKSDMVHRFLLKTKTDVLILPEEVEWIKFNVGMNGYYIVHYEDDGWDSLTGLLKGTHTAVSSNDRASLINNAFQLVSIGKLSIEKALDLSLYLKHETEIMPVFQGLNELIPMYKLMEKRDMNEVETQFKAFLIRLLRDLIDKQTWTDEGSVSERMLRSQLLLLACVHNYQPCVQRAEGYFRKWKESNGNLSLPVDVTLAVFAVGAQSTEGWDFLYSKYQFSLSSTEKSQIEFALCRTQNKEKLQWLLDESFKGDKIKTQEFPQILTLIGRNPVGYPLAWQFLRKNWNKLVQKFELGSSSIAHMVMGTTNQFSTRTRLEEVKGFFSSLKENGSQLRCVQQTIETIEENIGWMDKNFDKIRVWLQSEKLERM
S100A4 inh HTS: blocks human S100A4 binding to myosin IIA peptide. P26447. S100A4/TAMRA-MyoIIA peptide fluorescence polarization. inhibition, % at 10.7 µM. 360,000 compounds, 0.14% hits;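 active = mean inhibition of at least 70% across replicates, with every replicate also reaching that level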
Target sequence (P26447 whole entry, looked up): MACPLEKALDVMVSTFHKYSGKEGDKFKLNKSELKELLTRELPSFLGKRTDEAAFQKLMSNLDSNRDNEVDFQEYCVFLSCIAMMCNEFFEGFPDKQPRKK
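System – human S100A4 monomer protein, biochemical binding assay · Buffer or medium – Calcium-containing HEPES buffer, pH 7.2 · Timing – 5 min between mix addition and reading · Also added – TAMRA-labelled myosin IIA heavy-chain peptide probe, 5 nM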
XiGFP reactiv: X-chromosome reactivation activator; activation, % at 7.58 µM; XiGFP mouse fibroblasts, % GFP-positive cells imaging, 3 d; cells co-treated with 5-aza-dC sensitizer; scaled so ellipticine positive control = 100%; AID 743238; 360,000 compounds, 0.055% hits;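 active = mean normalized replicate activation at least 10% and every replicate at or above 10%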;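 note: 0% = median of on-plate neutral control wells and 100% = ellipticine 6 µM median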
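material = 68-5-11 XiGFP fibroblast line | medium = DMEM plus 5-aza-dC sensitizer | schedule = 3 days compound exposure | benchmarks = positive control ellipticine, 6 µM final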
SIRT5 inh: blocks human SIRT5 desuccinylation of peptide; Purified SirT5, succinyl-peptide AMC, trypsin-coupled fluorescence; 330,000 compounds, 1.1% hits; inhibition, % at 15 µM; Q9NXA8; in the data active = inhibition above about 15%
* hit, by the source's call; nt = not tested or not shown. An excerpt, so the mix of outcomes need not match the whole.

no.	SMILES	SIRT5 inh	Cneo AK release	S100A4 inh HTS	LGR2 inh
1	COc1ccccc1C1c2[nH]c3ccccc3c2CCN1Cc1cnc(C)s1 (stereo unspecified)	-1	2	-7	31
2	CCOC(=O)Cn1c(=O)oc2cc(S(=O)(=O)N(C)c3cccc(C)c3)ccc21	nt	nt	-6	3
3	O=[N+]([O-])c1ccccc1S(=O)(=O)Nc1ccc2c(c1)OCCO2	-3	2	-4	9
4	O=C(Cn1cncn1)NCc1cccc(OC(F)F)c1	-8	nt	-4	9
5	O=C(Nc1ccc2c(c1)OCO2)N[C@@H]1C=C[C@H](CC(=O)N2CCN(c3ccccc3)CC2)O[C@@H]1CO	2	nt	-20	3
6	CCCN1C[C@H](C)[C@H](OC)CN(C)C(=O)c2ccc(NC(=O)Nc3ccccc3F)cc2OC[C@@H]1C	10	-3	-2	-12
7	COc1cc(C(=O)N2CCN(C(=O)c3ccccc3)CC2)cc(OC)c1OC	1	-2	0	5
8	O=C(NCCCO)/C(=C\c1ccco1)NC(=O)c1ccco1	0	1	3	12
9	O=C(C[C@H]1C[C@H]2c3cc(NC(=O)c4ccc5c(c4)OCO5)ccc3O[C@H]2[C@H](CO)O1)NCC1CC1	-6	-12	3	-3
10	CC(C)(C)OC(=O)N1CCC[C@H]1C(=O)NCc1ccc(F)cc1F	0	nt	-5	-14

no.	XiGFP reactiv	PGC1a acetyl inh	C2C12 statin	ERAP1 inh
1	0.0	-12	-15	-5
2	0.0	-5	nt	0
3	0.0	18	5	8
4	0.2	nt	nt	18
5	-0.3	8	nt	5
6	-0.2	6	-4	0
7	nt	0	15	-3
8	0.2	2	7	-2
9	-0.1	-4	-3	0
10	0.0	nt	nt	2

(list continues)
no.	SMILES	SIRT5 inh	Cneo AK release	S100A4 inh HTS	LGR2 inh
11	CC(C)NC(=O)N1CCCCN2[C@H](CO)[C@@H](c3ccc(C#C[C@@H](C)O)cc3)[C@H]2C1	4	-1	-4	-10
12	COc1ccc(CNC2CC(C)N(C)CC2C)cc1OC (stereo unspecified)	-8	0	-10	1
13	O=C(O)c1cccc(Nc2ccncc2[N+](=O)[O-])c1	2	0	0	4
14	CCCc1cc(CN(C)C(=O)CC2C(=O)NCCN2Cc2ccccc2C)[nH]n1 (stereo unspecified)	-2	2	0	-8
15	CCOC(=O)c1ccc(NC(=O)c2nc[nH]c2C(=O)N(C)Cc2ccccc2)cc1	nt	0	-8	-7
16	O=c1oc2ccccc2n1Cc1cccc(C(F)(F)F)c1	-1	nt	0	1
17	Cn1nnnc1SCCNCc1ccccc1F	nt	3	nt	-8
18	C[C@@H]1CN([C@H](C)CO)C(=O)c2cccc(NS(=O)(=O)c3ccccc3)c2O[C@@H]1CN(C)CC1CC1	-1	5	-15	-3
19	CN1CCC(=NNC(=O)c2ccc(N(Cc3ccc(Cl)cc3)S(C)(=O)=O)cc2)CC1	nt	5	nt	-2
20	CCn1cnc2c1c(=O)n(CC(=O)NCC(C)C)c(=O)n2Cc1ccccc1	-4	2	-1	3

no.	XiGFP reactiv	PGC1a acetyl inh	C2C12 statin	ERAP1 inh
11	0.1	5	nt	2
12	-0.1	nt	6	1
13	0.0	10	3	2
14	0.1	nt	8	0
15	0.0	-7	0	3
16	0.0	nt	nt	3
17	nt	-9	3	nt
18	0.0	-1	0	0
19	0.0	-1	nt	nt
20	0.0	36	2	-3

(further entries)
no.	SMILES	SIRT5 inh	Cneo AK release	S100A4 inh HTS	LGR2 inh
21	COc1ccccc1CNc1ccccc1F	-2	nt	-2	7
22	O=C1CC(C(=O)N2CCc3ccccc32)CN1c1cccc(C(F)(F)F)c1 (stereo unspecified)	-3	0	-6	-12
23	COCc1c(C(=O)OCc2nc3ccsc3c(=O)[nH]2)oc2ccccc12	6	0	-6	-1
24	CCCNC(=O)N(C)C[C@H]1Oc2ncc(-c3ccccc3)cc2C(=O)N([C@@H](C)CO)C[C@@H]1C	-7	2	3	6
25	COc1cc(CNC2CCCC2)cc(Cl)c1OCc1ccccc1F	-4	0	-3	4
26	CC(=O)NCC(=O)OCC(=O)c1ccc(C)c(C)c1	-5	0	-2	5
27	CC(=O)Nc1ccc(S(=O)(=O)N2CCN(c3ccc(C(C)=O)cc3)CC2)cc1	-3	2	-4	-2
28	C/C(N)=C(/C#N)C(=O)CSc1nnnn1-c1ccc(C)cc1C	nt	-5	nt	2
29	C[C@@H]1CCCCO[C@@H](CN(C)Cc2ccc(C(=O)O)cc2)[C@H](C)CN([C@@H](C)CO)C(=O)c2cc(NC(=O)NC3CCCCC3)ccc2O1	1	0	7	12
30	C=C(C)[C@@H]1C2=CC(C(=O)OC)=C(C[C@H](C(=C)C)[C@H]3O[C@H]3C3=C[C@H]1OC3=O)O2	nt	0	0	nt

no.	XiGFP reactiv	PGC1a acetyl inh	C2C12 statin	ERAP1 inh
21	0.0	7	-8	-4
22	-0.1	nt	-4	-3
23	0.0	-13	2	-2
24	-0.2	-6	18	-1
25	nt	-6	-16	3
26	nt	-1	7	-1
27	0.0	-31	12	nt
28	nt	-3	-10	nt
29	0.0	11	nt	3
30	nt	2	-50	nt

(cont.)
no.	SMILES	SIRT5 inh	Cneo AK release	S100A4 inh HTS	LGR2 inh
31	COc1ccc(S(=O)(=O)N2CCC(O)(c3ccc4c(c3)OCO4)CC2)cc1	1	nt	1	9
32	CCOC(=O)Cc1csc(NC(=O)c2ccc3ccccc3n2)n1	-8	1	0	-29
33	CN(C)S(=O)(=O)Nc1ccccc1F	0	nt	-33	5
34	C[C@H](CO)N1C[C@H](C)[C@@H](CN(C)C(=O)Nc2ccc(F)cc2)Oc2ccc(NS(=O)(=O)c3ccc(F)cc3)cc2C1=O	0	0	3	3
35	O=C(C[C@@H]1CC[C@H](NC(=O)Cc2ccccn2)[C@H](CO)O1)NCCc1ccncc1	1	-5	-33	-9
36	COC(=O)[C@@H](NCc1cccc(CN[C@H](C(=O)OC)C(C)C)c1)C(C)C	nt	-1	-3	-25
37	CC1CCC(NC(=O)Cn2ncc3ccccc32)CC1 (stereo unspecified)	nt	1	-5	-22
38	CCOC(=O)C(CC)n1cnc2c(nnn2-c2ccc(C)cc2)c1=O (stereo unspecified)	nt	2	nt	-13
39	CN(C(=O)CCNC(=O)Cn1cnc2ccccc2c1=O)c1ccc(F)cc1	-2	2	-19	-17
40	Cc1cc(OCC(=O)NC(C)C)ccc1Cl	-5	0	3	-23

no.	XiGFP reactiv	PGC1a acetyl inh	C2C12 statin	ERAP1 inh
31	nt	nt	nt	6
32	0.4	-4	5	2
33	0.1	1	nt	3
34	-0.2	-2	-4	1
35	0.2	-11	2	0
36	0.4	-5	-5	-2
37	0.0	-1	3	nt
38	nt	2	11	nt
39	0.0	nt	5	1
40	-0.1	5	1	-1

Three entries from above, in transposed form:
6. CCCN1C[C@H](C)[C@H](OC)CN(C)C(=O)c2ccc(NC(=O)Nc3ccccc3F)cc2OC[C@@H]1C
7. COc1cc(C(=O)N2CCN(C(=O)c3ccccc3)CC2)cc(OC)c1OC
8. O=C(NCCCO)/C(=C\c1ccco1)NC(=O)c1ccco1

| screen / no. | 6 | 7 | 8 |
| --- | --- | --- | --- |
| SIRT5 inh | 10 | 1 | 0 |
| Cneo AK release | -3 | -2 | 1 |
| S100A4 inh HTS | -2 | 0 | 3 |
| LGR2 inh | -12 | 5 | 12 |
| XiGFP reactiv | -0.2 | nt | 0.2 |
| PGC1a acetyl inh | 6 | 0 | 2 |
| C2C12 statin | -4 | 15 | 7 |
| ERAP1 inh | 0 | -3 | -2 |

Returning to the listing; the three compounds before the break are reprinted first.
no.	SMILES	SIRT5 inh	Cneo AK release	S100A4 inh HTS	LGR2 inh
38	CCOC(=O)C(CC)n1cnc2c(nnn2-c2ccc(C)cc2)c1=O (stereo unspecified)	nt	2	nt	-13
39	CN(C(=O)CCNC(=O)Cn1cnc2ccccc2c1=O)c1ccc(F)cc1	-2	2	-19	-17
40	Cc1cc(OCC(=O)NC(C)C)ccc1Cl	-5	0	3	-23
41	CCC(=O)N[C@@H]1CC[C@H](CC(=O)NCc2ccccc2F)O[C@@H]1CO	-2	-6	-3	4
42	O=C(NCc1ccc(F)cc1)c1cc(C2CCCCN2C(=O)CCc2ccccc2)on1 (stereo unspecified)	nt	-1	-4	9
43	O=C(Nc1ccc(F)cc1)N[C@H]1C=C[C@H](CC(=O)N2CCCCC2)O[C@@H]1CO	-1	0	4	3
44	COCC#Cc1cnc2c(c1)C(=O)N([C@H](C)CO)C[C@@H](C)[C@@H](CN(C)C(=O)Nc1ccccc1OC)O2	4	-3	5	6
45	CO[C@H]1CN(C)C(=O)c2ccc(NS(=O)(=O)c3ccc(Cl)cc3)cc2OC[C@H](C)NC[C@H]1C	-4	5	-27	-11
46	CCCNCC(O)COc1ccccc1C(=O)CCc1ccccc1 (stereo unspecified)	-2	-3	2	-5
47	CCc1nc2c(OCc3ccccc3C(=O)OC)cccn2c1N(C)C(=O)c1cccc(OC)c1	0	1	-3	7
48	Nc1ccc2nn(-c3ccccc3)nc2c1	-3	-1	-8	-59
49	O=C(N[C@@H]1CC[C@H](CCNS(=O)(=O)c2ccc(Cl)cc2)O[C@@H]1CO)c1ccccn1	0	0	41	-9
50	Cc1cc(N2CCOCC2)n2nc(C(F)(F)F)c(-c3ccccc3)c2n1	-3	-2	-3	6

no.	XiGFP reactiv	PGC1a acetyl inh	C2C12 statin	ERAP1 inh
38	nt	2	11	nt
39	0.0	nt	5	1
40	-0.1	5	1	-1
41	0.4	11	6	-3
42	-0.1	10	-4	-3
43	-0.4	3	-1	-1
44	1.3	-1	-42	2
45	-0.1	-9	10	-1
46	-0.3	4	-6	-1
47	0.2	-3	-9	9
48	0.0	-9	-3	2
49	0.1	3	5	-1
50	0.0	-3	3	-3

(further entries)
no.	SMILES	SIRT5 inh	Cneo AK release	S100A4 inh HTS	LGR2 inh
51	Cc1ccc(S(=O)(=O)N(C)C[C@H]2OCCCC[C@H](C)Oc3ccc(NS(=O)(=O)c4ccc(Cl)cc4)cc3C(=O)N([C@@H](C)CO)C[C@H]2C)cc1	26*	1	-2	-2
52	COc1ccc(-n2c(=S)[nH]c3cc(C(=O)O)ccc3c2=O)cc1	-1	nt	-2	-15
53	O=c1[nH]c(-c2ccccc2)nnc1-c1ccccc1	-2	-1	-3	-25
54	CC(C)C#Cc1cnc2c(c1)C(=O)N([C@H](C)CO)C[C@@H](C)[C@H](CN(C)Cc1cccc(F)c1)O2	5	0	-19	1

no.	XiGFP reactiv	PGC1a acetyl inh	C2C12 statin	ERAP1 inh
51	-0.1	7	22	0
52	0.3	12	nt	-1
53	0.0	2	-9	-3
54	4.4	-19	46	6
